High-throughput results as filed in PubChem BioAssay.
NCOA1 inh = inhibits human SRC1 coactivator; Q15788; AID 588354; HEK293 GAL4-SRC1 luciferase reporter, luminescence; 360,000 compounds, 0.12% hits; inhibition, % at 3.6 µM;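 active = inhibition above the campaign mean plus 3 SD, with each screening campaign given its own cutoff, cut at about 60% in these data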;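 also: 0% = DMSO treated cells and 100% = gossypol at 36 µM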
TLR9-MyD88 block = blocks human TLR9 binding to MyD88. Q9NR96+Q99836. CHO BLA complementation TLR9-MyD88, CCF4 FRET ratio. inhibition, % at 4.98 µM. 340,000 compounds, 0.21% hits;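 active = inhibition above the mean over all tested compounds plus 3 SD, cut at about 21% in these data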;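 also: 0% = DMSO only wells and 100% = clavulanate BLA inhibitor control wells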
NOD2 RIPK2 PPI = inhibitors of human NOD2-RIPK2 interaction; CHO BLA complementation NOD2-RIPK2, CCF4 ratio; inhibition, % at 4.98 µM; 360,000 compounds, 0.38% hits; AID 624267; in the data active = inhibition above about 21%;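 also: 0% = vehicle only and 100% = reference blocker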
MC4R antagonist = blocks human MC4R cAMP signaling. P32245. MC4R-expressing cells, MTII-stimulated cAMP, LANCE TR-FRET. inhibition, % at 6.5 µM. 360,000 compounds, 0.48% hits. AID 540295;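 active = inhibition above its plate's cutoff, the mean of tested wells on that plate plus 3 SD, cut at about 29% in these data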;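 also: 0% = Melanotan II alone and 100% = Melanotan II plus saturating MCL0020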
Target sequence (P32245 whole entry, looked up): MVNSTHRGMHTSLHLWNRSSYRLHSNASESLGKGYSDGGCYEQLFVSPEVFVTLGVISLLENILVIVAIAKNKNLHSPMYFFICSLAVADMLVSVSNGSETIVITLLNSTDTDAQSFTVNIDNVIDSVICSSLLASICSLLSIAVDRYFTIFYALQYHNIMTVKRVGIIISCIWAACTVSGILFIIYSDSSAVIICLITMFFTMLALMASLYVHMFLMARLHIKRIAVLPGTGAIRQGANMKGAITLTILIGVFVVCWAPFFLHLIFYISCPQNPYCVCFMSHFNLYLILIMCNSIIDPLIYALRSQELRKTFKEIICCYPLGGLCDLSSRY
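Material: U2OS-MC4R stable cell line | Reagent: Melanotan II challenge after compound preincubation | Doses: One concentration, 6.5 µM nominal | Incubation: 30-min compound preincubation, 1-h Melanotan II challenge, 1-h detection, room temperature | Signal: TR-FRET cAMP assay | Replicates: One well per compound, no replicates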
ABHD5-PLIN5 inh = inhibitors of human ABHD5-perilipin-5 interaction | inhibition, % at 4 µM | 360,000 compounds, 0.78% hits | AID 602281 | Q00G26+Q8WTS1 | Split G. princeps luciferase complementation, luminescence, 4 h;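 active = inhibition above the mean inhibition across every tested compound plus 3 SD, cut at about 22% in these data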;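 also: 0% = DMSO only wells and the 100% control is not disclosed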
EBV LMP1 NFkB = reduces LMP1-driven NF-kappaB luciferase signal | LMP1-induced NF-kappaB luciferase reporter cells, luminescence | inhibition, % at 12.5 µM | 350,000 compounds, 0.69% hits; in the data active = inhibition above about 41%;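 also: 0% = neutral control wells and 100% = reference inhibitor control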
SRC2 inh = human SRC2 (NCOA2) inhibition. 370,000 compounds, 0.17% hits. Q15596. inhibition, % at 9 µM. AID 651957. HEK293 GAL4-SRC2 luciferase reporter, luminescence;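 active = inhibition above the mean inhibition of all tested compounds plus 3 SD, set per campaign, cut at about 52% in these data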;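 also: 0% = DMSO treated cells and 100% = cells given Gossypol at 36 µM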
LRH-1 inv ag = suppresses constitutive activity of human LRH-1 | O00482 | HEK293T StAR-luciferase reporter, LRH-1 transfected, 24 h | inhibition, % at 3.6 µM | 360,000 compounds, 0.13% hits | AID 602396;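 active = inhibition above the mean inhibition of all tested compounds plus 3 SD, cut at about 73% in these data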;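 also: 0% = DMSO wells and 100% = reporter-only cells lacking LRH-1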
Target sequence (O00482 whole entry, looked up): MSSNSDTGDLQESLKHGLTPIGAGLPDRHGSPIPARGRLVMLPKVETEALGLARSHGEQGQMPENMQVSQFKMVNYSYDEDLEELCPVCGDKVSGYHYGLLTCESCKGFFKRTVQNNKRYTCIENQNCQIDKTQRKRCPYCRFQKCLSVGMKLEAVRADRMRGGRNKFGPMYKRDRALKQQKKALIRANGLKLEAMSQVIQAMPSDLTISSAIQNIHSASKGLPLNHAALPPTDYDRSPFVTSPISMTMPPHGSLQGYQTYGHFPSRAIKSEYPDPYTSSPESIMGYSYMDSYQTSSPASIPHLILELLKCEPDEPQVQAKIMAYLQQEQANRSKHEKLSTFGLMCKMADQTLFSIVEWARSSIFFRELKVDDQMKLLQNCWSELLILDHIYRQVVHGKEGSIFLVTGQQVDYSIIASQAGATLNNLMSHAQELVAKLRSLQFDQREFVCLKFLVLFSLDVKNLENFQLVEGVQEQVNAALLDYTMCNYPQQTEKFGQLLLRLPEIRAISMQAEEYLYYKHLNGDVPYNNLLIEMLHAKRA
MC4R barr agon = agonists of human melanocortin 4 receptor (MC4R) beta-arrestin; U2OS MC4R beta-arrestin complementation, luminescence; percent of melanotan II response, DMSO zero; activation, % at 8.9 µM; 360,000 compounds, 0.98% hits;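 active = activation above a per-plate cutoff, the mean activation of sample wells on that plate plus 3 SD, cut at about 8% in these data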
SRC3 inh = human NCOA3 inhibition; Q9Y6Q9; HEK293 GAL4-SRC3 luciferase reporter, luminescence; inhibition, % at 3.6 µM; 360,000 compounds, 0.17% hits;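 active = inhibition above a per-campaign cutoff, the mean of all compounds plus 3 SD, cut at about 60% in these data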;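 also: 0% = DMSO-treated cells and 100% = gossypol-treated cells at 36 µM; higher means less SRC3-driven luciferase light from the GAL4 reporter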
NR2F2 inh = NR2F2 (human) inhibition, primary screen. P24468. HEK293T NGFI-A luciferase reporter, luminescence. inhibition, % at 8.6 µM. 370,000 compounds, 0.7% hits. AID 686940;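 active = inhibition above a per-plate cutoff, mean inhibition of test wells between control levels plus 3 SD, cut at about 38% in these data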;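 also: cells cotransfected with COUP-TFII expression vector driving the NGFI-A reporter; 0% = median of COUP-TF2 test wells and 100% = reporter-only cells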
Numbers without * were called inactive; / = not tested or not shown.

NCOA1 inh	TLR9-MyD88 block	NOD2 RIPK2 PPI	MC4R antagonist	ABHD5-PLIN5 inh	EBV LMP1 NFkB	SRC2 inh	LRH-1 inv ag	MC4R barr agon	SRC3 inh	NR2F2 inh	structure
-30	-4	1	-2	-8	-1	-7	0	-1.1	-27	2	O=C(OCCN1CCOCC1)c1cccc(F)c1
14	2	6	-28	-6	3	-3	64	-2.2	48	-75	COc1cc2c(c(OC)c1OC)-c1ccc(SC)c(=O)cc1C(NC=O)CC2 (stereo unspecified)
-1	5	-10	-4	-2	5	-23	23	-0.9	-46	-3	CC(=O)Nc1ccc(S(=O)(=O)N2CCN(Cc3ccncc3)CC2)cc1
-2	3	-1	-2	-9	0	0	29	-1.0	-10	19	CC1CCCCN1Cc1cnc(Cl)s1 (stereo unspecified)
-6	1	-17	-13	-3	7	7	8	1.9	-16	-11	O=C(C1CC(=O)N(C2CCCC2)C1)N1CCN(c2ccccc2F)CC1 (stereo unspecified)
-47	-7	-4	4	-6	0	-19	11	-1.5	16	-1	COc1cccc(/C=N/NC(=O)c2ccc(=O)n(C)c2)c1OC
-10	-8	1	7	1	-22	-5	-21	-1.4	-5	5	COc1ccc(Cl)cc1NC(=O)C1COc2ccccc2O1 (stereo unspecified)
-17	/	-9	3	-4	1	2	10	-0.3	-6	-14	Cn1c(=O)c(-c2cc(=O)[nH][nH]2)c(O)c2ccccc21
1	/	-4	-1	1	/	1	-1	1.5	3	-5	CCc1nc2ccc(C(=O)N(CC)CCN(C)C)cn2c1N(C)C(=O)c1cccc(OC)c1
13	5	4	2	7	-9	-26	32	2.5	13	24	Cc1ccc2c(c1)/C(=C/c1ccccc1C)C(=O)N2
-65	-11	-3	4	4	-11	-36	-4	-1.9	17	-1	CC1=CC2=C(C=O)C(=O)C(C)(O)C(O)C2=CO1 (stereo unspecified)
-17	-8	0	1	-8	1	-11	-8	2.6	-1	-9	Cc1cccn2cc(CCNC(=O)c3ccco3)nc12
3	-11	1	15	-3	-4	-13	-8	-1.0	6	-4	CN1CCN(c2ccc(CNS(=O)(=O)Cc3ccc(Cl)cc3)cc2)CC1
4	-4	-5	-4	4	1	18	24	-1.2	-1	2	CC(C)C(NC(=O)C1(NC(=O)OCc2ccccc2)CCCC1)C(=O)O (stereo unspecified)
-110	-7	13	7	-2	-8	-33	-53	-1.4	-30	-35	O=C(c1ccccc1)n1nc(-c2ccccc2)nc1NCc1ccco1
1	-12	-7	5	3	-3	-1	-20	-0.4	11	1	Cc1ccc(S(=O)(=O)N2CCC(N3CCCCCC3)CC2)cc1
-16	-11	-5	4	2	11	-10	11	-0.3	16	3	CCOC(=O)c1c(NC(=O)C(=O)N/N=C/c2ccccc2O)sc2c1CCCCC2
-9	1	12	3	-3	8	-6	-12	-1.6	4	17	COc1ccc(CCNC(=O)CSc2cccc3cccnc23)cc1OC
19	/	-4	0	6	/	-14	13	1.5	4	0	CC1(C(=O)NS(=O)(=O)C2CC2)CCN(C(=O)c2ccccc2F)C1 (stereo unspecified)
-6	0	-7	16	8	13	25	16	-1.8	10	6	Nc1cc([N+](=O)[O-])ccc1O

(list continues)
NCOA1 inh	TLR9-MyD88 block	NOD2 RIPK2 PPI	MC4R antagonist	ABHD5-PLIN5 inh	EBV LMP1 NFkB	SRC2 inh	LRH-1 inv ag	MC4R barr agon	SRC3 inh	NR2F2 inh	structure
-5	0	-4	-1	2	-2	2	-2	-1.0	-2	8	COC(=O)c1nn(-c2ccccc2)ccc1=O
-8	3	1	1	1	-5	-17	16	-0.5	3	-2	CCOC(=O)c1ccc2c(c1)n(CCO)c(C)[n+]2CC
1	0	-3	3	0	8	/	11	-3.0	14	/	Cc1cccc(NC(=O)CCc2nnc3ccc(N4CCC(C)CC4)nn23)n1
5	-14	-6	11	4	-2	17	-8	3.8	5	3	COc1cc(N)c(C(O)c2nccc3cc(OC)c(OC)cc23)cc1OC (stereo unspecified)
-38	3	-6	-1	-7	-9	-9	-8	-1.7	-19	3	COc1ccc(/C=N/Nc2ncnc(Cl)c2N)cc1OC
5	5	-8	7	-5	4	-8	18	0.1	12	-2	N#Cc1ccc(-c2ccc(F)cc2)nc1SCC(=O)Nc1sc2c(c1C#N)CCC2
9	2	-12	4	-2	-3	/	-15	1.4	-11	/	CNC(=S)NN(c1ccccc1)c1ccccc1
1	/	-10	5	-18	/	16	21	-1.9	8	-12	N#C/C(=C\c1ccc2c(c1)OCO2)C(N)=S
5	-7	-18	7	-3	-4	-28	0	-0.3	-33	-3	Cc1ccc(NC(=O)CCNS(=O)(=O)c2ccc3[nH]c(=O)oc3c2)cc1F
0	-3	7	-1	-4	-10	-28	15	-1.9	-18	-3	O=c1[nH]cnc2c1ncn2-c1ccc(Cl)cc1
-20	-1	2	8	-4	8	20	10	-1.7	5	1	CC(C)(C)OC(=O)C(C1NC(C(=O)O)C(C)(C)S1)N1C(=O)c2ccccc2C1=O (stereo unspecified)
10	3	-5	10	-1	6	10	-4	-0.3	2	7	Cc1ccc(NC(=O)COc2ccc(-c3nnco3)cc2)cc1S(=O)(=O)N1CCOCC1
7	-7	-15	1	-2	-2	-11	-1	1.2	2	10	CCOc1ccc(-n2c(=O)c3sccc3n(CC(=O)NCc3ccco3)c2=O)cc1
-37	-1	-4	19	-8	3	-41	-70	1.2	-16	-44	O=C(N/N=C/c1cccc(O)c1)c1csc2ccccc12
-1	5	-4	3	-4	-12	12	-8	-0.6	1	-25	CCc1c(C(=O)NNC(=S)NC2CCCCC2)csc1C
-3	-1	3	7	-2	-29	-13	9	-0.4	14	-34	COc1ccc(NC(=O)C/C(C)=N/NC(=O)C(=O)NC2CCCCC2)c(OC)c1
-26	-12	7	12	-7	0	21	-3	-6.5	-7	-1	O=C(NNc1nc2c(F)cc(F)cc2s1)C1COc2ccccc2O1 (stereo unspecified)
-2	-6	-8	-7	-5	-4	-14	8	-0.2	16	-6	Cn1nnnc1SCC(=O)Nc1ccccc1[N+](=O)[O-]
-10	0	-31	13	6	11	-2	1	1.8	10	-8	O=C(O)CC(CCc1ccccc1)OC1OC(CO)C(O)C(O)C1O (stereo unspecified)
-30	-2	-16	6	19	-1	-5	8	-1.1	3	6	Cc1cc2c(c(=O)n1CCc1ccccc1)C(c1ccco1)C(C#N)=C(N)O2 (stereo unspecified)

Continuation.
NCOA1 inh	TLR9-MyD88 block	NOD2 RIPK2 PPI	MC4R antagonist	ABHD5-PLIN5 inh	EBV LMP1 NFkB	SRC2 inh	LRH-1 inv ag	MC4R barr agon	SRC3 inh	NR2F2 inh	structure
-18	-6	2	2	-5	-3	8	6	-2.7	10	13	CC1CCCN(C(=O)NC2CC(=O)N(c3ccc4c(c3)OCCO4)C2)C1 (stereo unspecified)
-10	-2	4	3	5	-4	1	11	-1.2	-3	-18	COc1ccc(S(=O)(=O)N2C3CCC2CC(NC(=O)NC2CCCCC2)C3)cc1 (stereo unspecified)
2	-1	-4	6	-4	1	3	-11	-1.3	-15	-5	CC1CCCC(C)N1CCCNC(=O)c1csc2c1CCCCC2 (stereo unspecified)
-4	-4	-10	7	-7	-1	5	-12	-0.8	-5	2	COc1cc(C(=O)NCC2CCCO2)ccc1OCc1ccc(Cl)cc1 (stereo unspecified)
4	3	-12	5	3	14	-18	15	1.9	17	-7	O=C(NCc1ccc2c(c1)OCO2)c1ccc2c(=O)n(C3CCCC3)c(=O)[nH]c2c1
2	/	-9	21	1	-12	-4	9	-0.2	15	0	CCCN=Cc1ccc(O)cc1
5	-7	0	3	2	-19	-28	3	-0.1	8	-8	CC1CCN(Cc2c(C(=O)N/N=C/c3ccc(C(C)C)cc3)nnn2-c2nonc2N)CC1
-8	7	-5	11	6	-1	-74	-15	-2.2	8	16	N#Cc1ccccc1S(=O)(=O)N1CCN(C(=O)c2cn(-c3ccccc3)nc2-c2cccnc2)CC1
-6	-5	-1	2	-1	4	-13	17	0.0	15	12	Cc1[nH]c(=O)c(C#N)c(C)c1CSc1ncccn1
-18	1	7	10	-6	-8	-9	-44	0.4	-17	17	O=C(Nc1cccc(F)c1)c1c(F)c(F)c(F)c(F)c1F
2	-8	0	10	-6	2	18	6	-0.9	-5	-13	CC(=O)Nc1ccc(S(=O)(=O)NNC(=O)CCC(=O)NCc2ccccc2)cc1
2	/	1	-5	-7	/	-2	-17	1.0	8	11	CCCCN(C)c1c(C)nc2ccc(C(=O)NCCc3c[nH]c4ccccc34)cn12
-9	-6	-4	1	5	5	8	-10	-1.2	17	24	COCCCn1c(C)nnc1SCc1ccc(C(C)(C)C)cc1
-21	8	2	-1	-2	-6	-33	-2	2.9	-24	-1	COC(=O)c1[nH]c2ccc(C)cc2c1NC(=O)CN1CCCc2ccccc21
-4	11	-5	6	-3	2	0	1	-0.6	-11	15	Nc1ccccc1C(=O)N1CCCC1
-20	0	3	11	11	0	6	7	2.5	-6	3	Cc1ccc(C(=O)NCC(c2ccco2)N2CCCCC2)s1 (stereo unspecified)
-15	-2	-1	0	21	-3	-29	-28	0.1	-3	8	COc1ccc2[nH]c(=O)c(CN(Cc3nnnn3Cc3ccco3)C3CCCCC3)cc2c1

These rows are one share of the data. The share of hits here may be higher or lower than overall.
